GPR151 ag: activators of human GPR151, primary screen, cell-based, PathHunter beta-arrestin, luminescence; 1% of 650,000 active; PathHunter beta-arrestin GPR151 cells; activation, % at 11.2 µM; AID 1508602, 2020; in the data active means activation above about 4.9%;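 further: 0% = median of compound wells and 100% = cells with positive control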
Target sequence (Q8TDV0 whole entry, looked up): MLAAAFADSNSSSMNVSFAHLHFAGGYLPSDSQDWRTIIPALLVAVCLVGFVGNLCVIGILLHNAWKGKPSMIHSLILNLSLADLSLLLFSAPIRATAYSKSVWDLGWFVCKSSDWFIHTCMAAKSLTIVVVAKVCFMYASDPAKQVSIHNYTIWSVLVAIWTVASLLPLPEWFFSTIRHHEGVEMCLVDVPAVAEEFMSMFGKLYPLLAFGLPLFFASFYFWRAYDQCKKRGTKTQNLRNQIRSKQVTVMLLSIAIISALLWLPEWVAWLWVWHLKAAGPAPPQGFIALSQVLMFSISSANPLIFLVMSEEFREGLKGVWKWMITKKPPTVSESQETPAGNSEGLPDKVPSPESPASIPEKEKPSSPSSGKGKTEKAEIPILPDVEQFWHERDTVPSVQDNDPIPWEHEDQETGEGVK
MITF inh: MITF inhibitors, primary screen, biochemical, AlphaScreen, human | inhibition, % at 2.6 µM | 0.91% of 650,000 active | AlphaScreen MITF homodimerization, bead proximity signal | AID 1259374, 2018 | Microphthalmia-associated transcription factor (Homo sapiens), O75030; in the data active means inhibition above about 50%;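 further: 0% = vehicle wells with protein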
Target sequence (O75030 whole entry, looked up): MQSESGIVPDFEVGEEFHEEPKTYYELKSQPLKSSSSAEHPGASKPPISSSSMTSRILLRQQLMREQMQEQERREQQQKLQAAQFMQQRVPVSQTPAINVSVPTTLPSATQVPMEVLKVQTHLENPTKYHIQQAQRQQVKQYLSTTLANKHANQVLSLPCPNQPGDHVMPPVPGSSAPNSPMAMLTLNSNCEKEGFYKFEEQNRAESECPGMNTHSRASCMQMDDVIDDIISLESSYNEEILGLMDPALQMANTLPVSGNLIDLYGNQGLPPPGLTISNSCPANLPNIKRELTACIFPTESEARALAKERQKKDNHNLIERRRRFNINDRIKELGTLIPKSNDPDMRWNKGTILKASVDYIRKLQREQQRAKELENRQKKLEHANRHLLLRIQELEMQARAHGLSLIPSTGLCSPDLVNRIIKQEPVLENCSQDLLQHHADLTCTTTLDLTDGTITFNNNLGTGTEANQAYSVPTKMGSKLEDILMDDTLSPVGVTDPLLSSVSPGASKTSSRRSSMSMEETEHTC
FBW7 act: FBW7 E3 ligase activators, primary screen, biochemical, AlphaScreen, human; AlphaScreen FBW7–phospho-cyclin E peptide binding, activator screen; normalized activity (activation), % at 26.1 µM; AID 1259310, 2017; 0.13% of 650,000 active; in the data active means normalized activity above about 1.9%;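 further: purified mutant Fbw7 with reduced substrate affinity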
TEAD-YAP inh: TEAD-YAP interaction inhibition, primary screen, TEAD-YAP interaction inhibitor project, luminescence, HEK-TIYL cells; inhibition, % at 9.12 µM; AID 1259422, 2018; TEAD-Gal4/YAP UAS-luciferase luminescence; 1.4% of 640,000 active; in the data active means inhibition above about 32%;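 further: 0% = median of test compound wells and 100% = reference inhibitor wells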
* = called active by the depositor. The order is random; overall some 3.4% were active at least once.

SMILES	GPR151 ag	MITF inh	FBW7 act	TEAD-YAP inh
Cc1cc(OCC(=O)N(Cc2ccccc2F)C2CCS(=O)(=O)C2)ccc1Cl (stereo not given)	1.2	7	0.2	10
COC1CCN(C(=O)CCn2ccc(=O)[nH]c2=O)CC1	2.3	14	0.1	10
Cc1cc(=O)oc2cc(OCc3ccc([N+](=O)[O-])cc3)ccc12	-0.7	-3	0.1	-14
Cc1ccc(C(=O)N2CCOCC2)cc1Br	0.1	-9	-0.1	-7
O=C(CCc1nnc(-c2ccccc2)o1)NCCCc1ccccc1	-1.0	6	0.3	-28
CCOC(=O)C(NC(=O)c1cccc(Cl)c1)(Nc1sc2c(c1C#N)CCC(C(C)(C)C)C2)C(F)(F)F (stereo not given)	0.3	14	0.1	10
CC(C)(C)C(=O)Nc1c2c(nn1-c1cccc(Cl)c1)CSC2	0.6	-2	0.0	1
COC(=O)c1sccc1NC(=O)Cc1noc2ccc(C)cc12	0.4	1	-0.1	-12
Cc1ccc(OCc2nc(SCC(=O)C(C)(C)C)n[nH]2)cc1	-0.4	-9	-0.1	-12
O=C(Nc1ccc(O)c(C(=O)O)c1)c1ccc2c(c1)C(=O)N(CC1CCCO1)C2=O (stereo not given)	-2.7	13	0.0	-4
CCOC(=O)c1c(-n2cccc2)sc2c1CCCC2=O	0.0	17	-0.1	-8
Cn1cnnc1SCC(=O)NNC(=O)COc1ccc(Cl)cc1	-0.2	-7	-0.1	4
CC(C)(C)c1csc2ncc(C(=O)NCc3cccc(C(F)(F)F)c3)c(=O)n12	0.7	-1	-0.3	7
COc1nc(Nc2ccc(OC(F)(F)F)cc2)nc(NC(C)(C)C)n1	-0.7	-5	-0.3	-16
O=C(O)c1ccc(N2N=C(c3ccc(Cl)cc3)CC2c2ccccc2)cc1 (stereo not given)	0.2	2	-0.2	12
COc1cc(/C=N/NC(=O)Cc2csc(N3CCOCC3)n2)cc(OC)c1O	-0.2	0	0.1	4
O=C(CCOc1ccccc1)Nc1ccc([N+](=O)[O-])cc1	-1.3	9	0.0	-7
O=C(Nn1c(C2CCCCC2)nc2ccccc2c1=O)c1ccc([N+](=O)[O-])cc1Cl	1.0	-10	0.0	1
O=C(Nc1ccc(F)cc1)N1CCN(c2ccc(C(F)(F)F)cn2)CC1	0.3	-7	0.2	-5
O=C(Nc1ccon1)c1ccc(S(=O)(=O)NCC2CCCO2)cc1 (stereo not given)	0.8	8	0.1	7
O=C(NN1C(=O)C2C3C=CC(C4CC34)C2C1=O)c1cccc(Cl)c1 (stereo not given)	-1.8	16	0.4	1
Cn1c(=O)n(C)c2c([N+](=O)[O-])nccc21	0.2	-5	-0.2	9
COc1ccc(OC)c(NC(=O)CSc2nc3ccccc3c(=O)n2NC(=O)Cc2ccccc2)c1	1.1	10	0.2	-2
CCCCCCOc1ccc(NC(=O)C2CC(=O)N(CC)C(=NCC)S2)cc1 (stereo not given)	-0.7	-17	0.1	-1
CCSc1nc2sc3c(c2c(=O)n1-c1ccccc1)CCN(C(C)=O)C3	-0.7	8	0.1	9
Cc1cc(Cl)ccc1OC(=O)CCN1C(=O)c2ccccc2C1=O	0.7	3	-0.1	6
COC(=O)/C(C#N)=C/c1c(Oc2ccc(C)cc2)nc2c(C)cccn2c1=O	-1.4	10	0.2	6
O=C(Cn1c2ccccc2c2ccccc21)N1CCn2cnnc2C1	1.1	13	0.4	-1
COCCn1nnnc1C(c1ccc(OC)cc1)N1CCC(C)CC1 (stereo not given)	-0.7	-3	0.3	4
C/C(=N/N1CCN(Cc2ccccc2Cl)CC1)c1ccccc1	0.0	14	-0.2	4
Cc1cccc(CN2CCN(C(=O)c3n[nH]c4c3CCC4)CCC2=O)c1	-1.0	7	0.1	-1
CCOC(=O)Nc1ccc(-c2cn3ccsc3n2)cc1	-2.9	12	0.3	8
CC1=CC2=NC(=O)/C(=C\c3cc(C)n(-c4cccc(C(F)(F)F)c4)c3C)C(=N)N2O1	0.1	7	0.1	-2
CCOC(=O)c1cc(CC)sc1/N=C/c1c(O)[nH]c(=O)[nH]c1=O	-1.6	2	-1.3	2
O=C1NCC2=C1C(c1ccccc1)Nc1ccccc1N2 (stereo not given)	0.5	0	0.0	-1
O=C(Nc1cc(C(F)(F)F)ccc1N1CCOCC1)c1ccc([N+](=O)[O-])cc1Cl	0.0	13	0.0	-2
CC1CCN(c2ccc(/C=N/NC(=O)Cn3nnc(-c4ccccc4)n3)cc2[N+](=O)[O-])CC1	1.0	15	0.0	5
CC(C)(C)C(=O)CNS(=O)(=O)c1ccc(S(=O)(=O)N2CCOCC2)cc1	-0.7	8	-0.2	3
CCOC(=O)c1c(C)[nH]c(C(=O)C(C)N2CCC(C)CC2)c1C (stereo not given)	-2.1	4	0.3	3
O=C(CNC12CC3CC(CC(C3)C1)C2)Nc1ccccc1I	-1.4	11	0.2	6
C=CCc1cccc(/C=N/NC(=O)c2ccccc2)c1O	-0.7	9	-0.1	-19
Cc1ccc(-c2noc(CNS(=O)(=O)c3ccc(Cl)cc3)n2)cc1	0.9	8	-0.1	-8
Cc1ccc(C(C)C)c(OCCNC(=O)c2c(-c3ccccc3Cl)noc2C)c1	-0.1	11	0.0	4
CCCCOc1ccc(C(=O)SC2CCC3(C)C(=CCC4C3CCC3(C)C(C(C)CCCC(C)C)CCC43)C2)cc1 (stereo not given)	0.2	3	-0.1	8
COc1ccccc1C(=O)Nc1sc2c(c1C(=O)O)CCC2	1.5	4	-0.1	10
O=C(O)c1cc2nc(-c3ccc(Cl)cc3)cc(C(F)(F)F)n2n1	0.5	-17	-0.1	-7
COC(=O)c1c(NC(=O)COc2ccc(C(C)C)cc2)sc2c1CCCC2	0.1	13	0.4	-5
CCOC(=O)CN(C)C(=O)c1ccc(OC)c(OC2CCN(C(C)=O)CC2)c1	-1.0	0	-0.1	-6
CN(C)c1ccc(NC(=O)c2scc3c2OCCO3)cc1	-3.4	15	0.5	-52
CCOC(=O)c1ccc(NC(=O)N2CCc3ccccc32)cc1	-7.6	-5	-0.2	-8
CCn1nnnc1SCC(=O)NCc1cccs1	0.4	-26	0.1	-8
Fc1cccc(Nc2nc(N3CCCCC3)c3[nH]cnc3n2)c1	2.0	7	-0.4	-10
Cc1cc2c(c(=O)n1Cc1ccccn1)C(c1ccc(Br)cc1)C(C#N)=C(N)O2 (stereo not given)	-0.1	-13	-0.1	-6
CCC1Sc2ccccc2N(CC(=O)O)C1=O (stereo not given)	-0.3	6	-0.1	-2
Cc1cc(C)c(NC(=O)CSc2nnc3c4ccccc4n(CC(=O)O)c3n2)c(C)c1	2.3	14	-0.1	13
COc1cc(/C=C2/C(=O)NC(=O)N(Cc3ccccc3)C2=O)cc(Cl)c1OC	-1.0	2	-0.8	9
CCc1cc2c(=O)c(Oc3ccc(F)cc3)coc2cc1O	-0.5	7	0.6	-12
Cc1ccc(N=C2NC(=O)C(Cc3ccc(Cl)cc3)S2)cc1 (stereo not given)	2.3	5	-0.1	-4
COC(=O)C1C(=O)N(C)C(c2ccccc2)C1C(=O)OC (stereo not given)	-1.0	7	0.1	-1
CN1C(=O)/C(=C\c2nn(Cc3ccccc3)cc2-c2cccnc2)c2ccccc21	1.2	-5	-0.1	-14

(next part)
SMILES	GPR151 ag	MITF inh	FBW7 act	TEAD-YAP inh
CCOc1cccc(C2CC(c3ccc(CC)cc3)=NC(c3cc(Br)ccc3OC)N2)c1O (stereo not given)	1.2	9	0.4	-10
CC(=O)c1ccc(OCc2cc(C(=O)NC(C)CCn3cccn3)no2)cc1 (stereo not given)	6.3*	9	-0.1	-49
COc1ccc(C(CC(=O)Nc2nc(C)cs2)N2Cc3ccccc3C2=O)cc1OC (stereo not given)	0.1	0	-0.2	-10
CCCCOc1ccc(/C=C(/C#N)C(=O)OCC)cc1	-0.5	16	0.6	8
Cc1ccc(-c2nc3ccccc3s2)cc1NC(=O)c1cccc(Br)c1	0.6	-1	0.0	-12
Cc1ccc2cc(CCNC(=O)c3ccccc3[N+](=O)[O-])c(=O)[nH]c2c1	-0.8	8	-0.1	-7
CN(C)c1ccc(-c2nnc(-c3ccccc3)o2)cc1	-2.3	5	0.1	18
O=C(CC1(O)C(=O)Nc2ccc(Br)cc21)c1ccccc1 (stereo not given)	-0.7	-2	0.8	3
O=C(c1ccc(Br)cc1)N1CCN(c2ccc([N+](=O)[O-])cc2Cl)CC1	0.6	5	0.1	-11
CCOC(=O)c1c(C)n(CCOc2ccc(C(C)(C)C)cc2)c2ccc(O)cc12	0.2	12	0.6	2
CCOC(=O)c1cnc2nc(C)[nH]n2c1=O	-0.8	4	-0.4	4
CCC1Oc2ccc(C)cc2N(CC(=O)NC2CCCCC2C)C1=O (stereo not given)	-0.1	-4	0.0	-9
CCCCSc1nnc2c(n1)OC(c1cc(Br)c(O)c(Br)c1)Nc1ccccc1-2 (stereo not given)	2.9	1	0.3	-27
O=C(CCCN1C(=O)c2ccccc2C1=O)NNC(=O)c1ccc(Br)cc1	-0.1	16	0.8	1
CCNC(=O)[C@@H]1C[C@@H](NC/C=C/c2ccc(N(C)C)cc2)CN1C1Cc2ccccc2C1	-1.0	4	-0.4	-17
COC(=O)CN1C(=O)C(O)=C(C(C)=O)C1c1ccc(OC)cc1 (stereo not given)	1.8	-15	-0.1	-14
COC(=O)C(Oc1ccc2c(C)cc(=O)oc2c1)c1ccccc1 (stereo not given)	1.3	8	0.0	-6
COc1ccccc1/C=C1\SC(=Nc2cc(C)cc(C)c2)NC1=O	0.2	7	0.0	-3
Cc1sc2ncnc(NCC(C)O)c2c1C (stereo not given)	4.9*	-25	0.5	-2
NC(=O)CSc1cn(CC(=O)N2CCOCC2)c2ccccc12	0.0	1	0.1	-1
CS(=O)(=O)N1CCC(C(=O)N(CC2CCCO2)c2nc3c(F)cccc3s2)CC1 (stereo not given)	-1.4	-21	-0.2	-4
CCc1ccc(S(=O)(=O)N2CCSC2c2ccc(OC)cc2)cc1 (stereo not given)	0.9	0	0.6	-4
CC(=O)N(C(C)=O)N(C(C)=O)c1nc(N2CCOCC2)nc(N2CCOCC2)n1	2.3	-1	0.0	5
CC1(C)OC2OC(C(=O)NCCCO)C3OC(C)(C)OC3C2O1 (stereo not given)	0.4	3	0.2	-2
O=C(Nc1ccc(F)c(Cl)c1)c1ccc(NS(=O)(=O)c2ccccc2)cc1	-0.2	14	0.6	10
CCCN1CCC(NCCc2ccc(F)cc2)CC1	-0.2	0	0.7	-6
COc1cc(Nc2cccc(Oc3ccccc3)c2)ncn1	-0.2	7	0.9	-30
CCOC(=O)c1cnc2c(C)cc(Cl)cc2c1Nc1ccc(C)cc1C	0.6	1	0.0	8
COc1ccc(CNC2CC(C)N(C)CC2C)cc1 (stereo not given)	0.3	-1	-0.1	-8
CCOC(=O)C1=C(C)NC(=O)CC1c1ccc(OC(F)(F)F)cc1 (stereo not given)	4.3	-2	0.3	-11
O=C(CCS(=O)(=O)Cc1ccccc1)Nc1ccc(F)cc1F	-0.6	-3	0.0	1
O=C(O)c1ccc(NC(=O)C2CC(=O)N(Cc3ccc4c(c3)OCO4)C(=Nc3ccc(F)cc3)S2)cc1 (stereo not given)	-0.5	6	-0.2	-9
Cn1c(=NC(=O)C2CC2)sc2cc3c(cc21)OCCO3	-1.5	7	-0.3	-67
CC1=C(C(=O)OCc2ccccc2)C(c2ccc(C(F)(F)F)cc2)C2=C(CCCC2=O)N1 (stereo not given)	1.7	-8	0.2	-6
CCOC(=O)c1csc(Nc2nc3c(F)cccc3s2)n1	-1.4	4	-0.1	-12
CN1C(=O)C(C)(C)c2cc(S(=O)(=O)N(C)CC(=O)NCc3ccco3)ccc21	-0.4	7	-0.2	4
O=C(CCS(=O)(=O)c1cccs1)N1CCN(Cc2ccccc2)CC1	-0.4	1	-0.1	-82
O=C(N/N=C/c1ccc(OC(F)F)cc1)c1cc[n+]([O-])cc1	-0.3	14	-0.4	2

Rewritten in markdown: 13 of the compounds above
| canonical_smiles | GPR151 ag | MITF inh | FBW7 act | TEAD-YAP inh |
| --- | --- | --- | --- | --- |
| CCCN1CCC(NCCc2ccc(F)cc2)CC1 | -0.2 | 0 | 0.7 | -6 |
| COc1cc(Nc2cccc(Oc3ccccc3)c2)ncn1 | -0.2 | 7 | 0.9 | -30 |
| CCOC(=O)c1cnc2c(C)cc(Cl)cc2c1Nc1ccc(C)cc1C | 0.6 | 1 | 0.0 | 8 |
| COc1ccc(CNC2CC(C)N(C)CC2C)cc1 (stereo not given) | 0.3 | -1 | -0.1 | -8 |
| CCOC(=O)C1=C(C)NC(=O)CC1c1ccc(OC(F)(F)F)cc1 (stereo not given) | 4.3 | -2 | 0.3 | -11 |
| O=C(CCS(=O)(=O)Cc1ccccc1)Nc1ccc(F)cc1F | -0.6 | -3 | 0.0 | 1 |
| O=C(O)c1ccc(NC(=O)C2CC(=O)N(Cc3ccc4c(c3)OCO4)C(=Nc3ccc(F)cc3)S2)cc1 (stereo not given) | -0.5 | 6 | -0.2 | -9 |
| Cn1c(=NC(=O)C2CC2)sc2cc3c(cc21)OCCO3 | -1.5 | 7 | -0.3 | -67 |
| CC1=C(C(=O)OCc2ccccc2)C(c2ccc(C(F)(F)F)cc2)C2=C(CCCC2=O)N1 (stereo not given) | 1.7 | -8 | 0.2 | -6 |
| CCOC(=O)c1csc(Nc2nc3c(F)cccc3s2)n1 | -1.4 | 4 | -0.1 | -12 |
| CN1C(=O)C(C)(C)c2cc(S(=O)(=O)N(C)CC(=O)NCc3ccco3)ccc21 | -0.4 | 7 | -0.2 | 4 |
| O=C(CCS(=O)(=O)c1cccs1)N1CCN(Cc2ccccc2)CC1 | -0.4 | 1 | -0.1 | -82 |
| O=C(N/N=C/c1ccc(OC(F)F)cc1)c1cc[n+]([O-])cc1 | -0.3 | 14 | -0.4 | 2 |
